Pf growth 48h = P. falciparum growth inhibition at 48 hours (one generation); P. falciparum luciferase growth in erythrocytes, 48 h; 310,000 tested, 5.9% active; Potency, µM (series often up to 28.7 µM), for inactives: top-dose activity change, negative = inhibition, most hits filed as inhibitors; further: potency means the concentration at half of the fitted maximal effect; on the % scale 0 is the no-effect control and ±100 the full control effect
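Firefly luciferase activity from engineered P. falciparum reports growth; inhibitors lower the luminescent signal. Cultures contained 2% hematocrit erythrocytes at 0.1% final parasitemia.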
AmpC inh no detg = inhibitors of E. coli AmpC beta-lactamase without detergent | Potency, µM (titrated, usually from 57.1 µM), inactives show at the highest dose activity change, negative = inhibition, hits mostly inhibitors | 330,000 tested, 0.52% active | AmpC nitrocefin hydrolysis, absorbance 480 nm, 0.0001% Triton;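 further: potency means the concentration at half of the fitted maximal effect; plate controls were no compound for no effect and no enzyme for full effect; nearly all actives have a fitted effect of over 20% in size; some results filed as inactive show a strong effect at the top dose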
Target sequence (P00811 whole entry, looked up): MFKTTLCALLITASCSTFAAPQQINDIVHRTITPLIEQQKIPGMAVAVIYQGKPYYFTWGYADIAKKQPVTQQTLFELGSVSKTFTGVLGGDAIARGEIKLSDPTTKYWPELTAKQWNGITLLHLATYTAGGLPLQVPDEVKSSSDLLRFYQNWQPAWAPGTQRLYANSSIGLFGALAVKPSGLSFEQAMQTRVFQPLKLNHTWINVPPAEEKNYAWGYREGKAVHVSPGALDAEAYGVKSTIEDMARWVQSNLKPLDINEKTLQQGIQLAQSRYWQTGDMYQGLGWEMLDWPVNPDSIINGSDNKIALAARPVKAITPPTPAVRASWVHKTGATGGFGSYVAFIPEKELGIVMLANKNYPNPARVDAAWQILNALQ
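20 mM phosphate pH 7.0 + 0.01% (detergent screen) or 0.0001% Triton X-100; 5.3 nM AmpC reagent; cpd preinc 15 min RT; nitrocefin (800 uM stock) to start; A480 q20 s × 4 min; Activity was normalised to no-enzyme and no-compound control wells.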
Pf growth 96h = P. falciparum growth inhibition at 96 hour, primary screen for plastid delayed-death inhibitors | AID 504834 | Potency, µM (highest dose often 28.7 µM), inactives show top-dose activity change, negative = inhibition, hits mostly inhibitors | P. falciparum luciferase reporter growth, 96 h | 320,000 tested, 6.9% active; further: potency means the concentration at half of the fitted maximal effect; on the % scale 0 is the no-effect control and ±100 the full control effect
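Parasite growth measured via integrated firefly luciferase reporter in P. falciparum. Infected erythrocytes at 2% hematocrit, 0.05% parasitemia final were treated 96 hours at 37 C under 5% CO2, and luminescence was read.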
Shiga inhibitor = inhibitors of Shiga toxin in Vero cells; 290,000 tested, 9.2% active; Vero cells, Shiga toxin protein synthesis inhibition reporter; inhibition, % at 38.7 µM; in the data active means inhibition mostly above about 28%, no sharp cut-off; inactive means mostly below about 43%; further: 0% is about no effect
CHX counter = affects cycloheximide protein synthesis inhibition readout, counter-screen | cell reporter, cycloheximide protein synthesis inhibition counterscreen | max response, % | 300,000 tested, 12% active | AID 2314; in the data active means max response mostly above about 13%, no sharp cut-off; inactive means mostly below about 14%; further: read at 38.3 µM for the half of the compounds with a filed dose; 0% is about no effect
LmPK inh = blocks Leishmania mexicana pyruvate kinase activity. 290,000 tested, 0.37% active. Potency, µM (doses to about 57.5 µM), for inactives: at the highest dose activity change, negative = inhibition, hits mostly inhibitors. Q27686. AID 1721. purified LmPK, Kinase-Glo ATP luminescence, 1 h; further: potency means the concentration at half of the fitted maximal effect; on the % scale 0 is the no-effect control and ±100 the full control effect
Target sequence (Q27686 whole entry, looked up): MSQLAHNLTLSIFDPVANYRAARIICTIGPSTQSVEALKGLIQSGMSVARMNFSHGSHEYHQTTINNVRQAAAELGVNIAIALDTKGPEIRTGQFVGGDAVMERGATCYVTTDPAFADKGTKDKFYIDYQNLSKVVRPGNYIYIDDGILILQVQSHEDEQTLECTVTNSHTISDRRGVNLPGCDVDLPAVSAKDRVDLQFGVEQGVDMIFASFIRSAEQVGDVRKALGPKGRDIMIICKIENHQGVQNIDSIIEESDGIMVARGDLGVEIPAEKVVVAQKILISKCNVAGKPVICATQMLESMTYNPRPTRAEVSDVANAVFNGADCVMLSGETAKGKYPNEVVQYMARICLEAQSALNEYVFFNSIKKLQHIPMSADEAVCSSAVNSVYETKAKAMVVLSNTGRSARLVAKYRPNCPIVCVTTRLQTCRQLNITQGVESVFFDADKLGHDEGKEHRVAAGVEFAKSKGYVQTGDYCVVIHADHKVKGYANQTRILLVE
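0.1 nM LmPK, 0.5 mM PEP, 0.1 mM ADP; 50 mM imidazole pH 7.2, 7 mM MgCl2, 50 mM KCl; 1 h RT. Kinase-Glo luminescence readout, normalized to no-enzyme (full inhibition) and uninhibited wells.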
TbPYK inhibitor = inhibitors of Trypanosoma brucei pyruvate kinase; TbPYK enzyme, Kinase-Glo Plus ATP luminescence, 45 min; Potency, µM (top dose mostly 76.8 µM), for the others: top-dose activity, negative = inhibition, usual class: inhibitors; 410,000 tested, 0.12% active; AID 624173; further: potency means the concentration at half of the fitted maximal effect; on the % scale 0 is the no-effect control and ±100 the full control effect; nearly all actives have a fitted effect of over 50% in size
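Enzyme and substrate buffer are dispensed first and compound is pin-transferred. ADP at 130 uM final then starts the reaction, which runs 45 min at room temperature. Detection reagent is added for 10 min before luminescence is imaged.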
Starred values were filed as active, the others as inactive; ? = inconclusive; / = not tested or not shown; [ ] = dose if it differs, or a comment. Unless noted, the call rests on the fitted dose curve; in most records, active means well fitted curve in the direction sought with a large enough effect; inconclusive means small, poorly fitted or top-dose-only effect, or another doubt; inactive means no such curve, though single readings can be large; an effect the other way counts as inactive or inconclusive.

SMILES | TbPYK inhibitor | Shiga inhibitor | AmpC inh no detg | Pf growth 48h | LmPK inh | Pf growth 96h | CHX counter
C(=N\Nc1nc2ccccc2s1)/c1ccc2c(c1)OCO2 | -7% | 90* | -40% | 281%[activator] | -8% | ? | 72*
COc1ccc(CCN=C(N)NS(=O)(=O)c2ccc(C)c(C)c2)cc1 | -2% | -3 | -49% | 0% | 0% | -1% | -3
CCNS(=O)(=O)c1ccc(NC(=O)c2cncc(Br)c2)cc1 | -2% | -10 | -21% | 6% | 2% | ? | -2
O=C(c1cc2ccccc2oc1=O)N(c1ccccc1)C1C=CS(=O)(=O)C1 (stereo not drawn) | 2% | 18 | -9% | 9% | -4% | -5% | 7
CCCCCCCC(O)CC(CC1CCCCC1)C(=O)NN (stereo not drawn) | -3% | -8 | 18% | ? | 1% | ? | 0
c1ccc(CN2CCC(N3CCC(N4CCCCCC4)CC3)CC2)cc1 | 2% | -21 | -4% | 13µM* | 2% | 8.3µM* | 5
CCOc1ccc(N2CCc3c(C)nc(SC)nc32)cc1 | -5% | -15 | -14% | -66% | 5% | ? | -1
COc1ccc(C(C(=O)NC(C)(C)C)N(Cc2ccc(C)cc2)C(=O)CCC(=O)Nc2cc(C)on2)cc1 (stereo not drawn) | 5% | -2 | 122%[activator] | 9.3µM* | 2% | 14% | -6
Cc1ccc(-c2c(C)nn3c(N4CCOCC4)cc(C)nc23)cc1 | 3% | 3 | 5% | -23% | 7% | ? | 4
O=S(=O)(c1cccc(Br)c1)N1CCN(c2ccnc3cc(Cl)ccc23)CC1 | 0% | 17 | 24% | 3.7µM* | -4% | 1.9µM* | -1

Carrying on.
SMILES | TbPYK inhibitor | Shiga inhibitor | AmpC inh no detg | Pf growth 48h | LmPK inh | Pf growth 96h | CHX counter
CC(C)c1ccc(NC(=S)N2CCN(Cc3ccccc3)CC2)cc1 | 1% | 36 | 39% | 10% | 3% | 19% | 12*
CN(C)c1ccc(NC(N)=S)cc1 | -8% | 17 | -15% | 16% | -2% | 234%[activator] | 4
NC(=O)c1ccc(NC(=O)c2cccc(Oc3ccccc3)c2)cc1 | -4% | 102 | -23% | -2% | 8% | 0% | 7
CC(=O)Nc1nc(CC(C)C)cc(-c2ccccc2)c1C#N | -7% | -7 | 7% | -4% | 2% | 5% | -3
Cn1c(N)c(C(=O)COC(=O)CC(NC(=O)c2ccccc2Cl)c2ccccc2)c(=O)n(C)c1=O (stereo not drawn) | 0% | -8 | 48% | 1.3µM* | 3% | ? | -2
CCC(Oc1ccccc1)C(=O)NCc1cccnc1 (stereo not drawn) | -10% | -9 | -16% | 4% | -1% | / | -4
O=C(CCCN1C(=O)c2cccc3cccc(c23)C1=O)Nc1nccs1 | -5% | -6 | -4% | ? | 2% | 41%[activator] | -3
O=C(O)CC(NC(=S)NCc1ccccc1)C(=O)O (stereo not drawn) | 4% | -5 | -18% | / | 5% | -34% | -3
Cc1cccc(C2(c3cccc(C)c3)OC(=O)c3ccccc32)c1 | 0% | -27 | -25% | ? | -2% | ? | -5
Cc1cccc(N(C(=O)c2cnc3n(c2=O)CCS3)C2CCCCC2)c1 | 3% | 11 | -13% | 8% | 0% | 164%[activator] | -2

(list continues)
SMILES | TbPYK inhibitor | Shiga inhibitor | AmpC inh no detg | Pf growth 48h | LmPK inh | Pf growth 96h | CHX counter
Cc1cc(OCC(=O)NCc2ccc(S(N)(=O)=O)cc2)c2c3c(c(=O)oc2c1)CCC3 | 4% | -8 | -39% | 6% | 0% | 23% | -3
O=C(NC1CC2CCCC(C1)N2Cc1ccc(F)cc1)c1ccc(F)cc1 (stereo not drawn) | -21% | -4 | -10% | ? | -3% | -21% | 2
Cc1ccc(C)c(OC(=O)c2ccncc2)c1 | 1% | 5 | 0% | 5% | -1% | ? | 6
C=CCNC(=S)NNC(=O)c1ccc(OCC)cc1 | 9% | -12 | -33% | 35%[activator] | -6% | 30% | 8
CC(C)(Nc1ccccc1)C(=O)c1ccccc1 | -13% | 3 | -28% | -2% | 2% | 4% | -4
COc1ccccc1NC(=O)c1ccc(NC(=O)c2ccc(=O)[nH]c2)cc1 | -3% | / | -26% | ? | / | ? | /
CCN(CC)S(=O)(=O)c1csc(C(=O)NC2CCCCC2)c1 | -6% | 18 | -16% | -17% | -2% | / | -2
COc1ccc(S(=O)(=O)Nc2ccc(F)cc2F)cc1C(=O)N1CCOCC1 | -7% | 18 | 1% | 7% | -5% | ? | -1
O=S(=O)(c1ccc2nnn(OCc3ccccc3)c2c1)N1CCOCC1 | -6% | / | -10% | 4% | / | -3% | /
CCOc1ccc(S(=O)(=O)n2ccnc2)c2ccccc12 | -3% | -13 | -13% | / | 6% | ? | -7

An excerpt taken from the entries so far:
SMILES | TbPYK inhibitor | Shiga inhibitor | AmpC inh no detg | Pf growth 48h | LmPK inh | Pf growth 96h | CHX counter
COc1ccc(S(=O)(=O)Nc2ccc(F)cc2F)cc1C(=O)N1CCOCC1 | -7% | 18 | 1% | 7% | -5% | ? | -1
O=S(=O)(c1ccc2nnn(OCc3ccccc3)c2c1)N1CCOCC1 | -6% | / | -10% | 4% | / | -3% | /
CCOc1ccc(S(=O)(=O)n2ccnc2)c2ccccc12 | -3% | -13 | -13% | / | 6% | ? | -7

Continuation.
SMILES | TbPYK inhibitor | Shiga inhibitor | AmpC inh no detg | Pf growth 48h | LmPK inh | Pf growth 96h | CHX counter
Cc1cccc(NC(=O)CN(C)S(=O)(=O)c2ccc(Cl)cc2)n1 | -6% | 13 | -38% | -3% | 6% | 30% | -2
COc1ccc(CSc2nncn2N)cc1[N+](=O)[O-] | -5% | 8 | -11% | 39%[activator] | 2% | 7.4µM* | 9
Cc1ccc(S(=O)(=O)N[C@@H](CO)C(=O)N[C@@H](Cc2ccc(O)cc2)C(=O)O)cc1 | -6% | -2 | 1% | 9% | -2% | 35%[activator] | -2
CCOC(=O)c1cnc(-n2nc(C)cc2C)nc1Nc1ccc(N(C)C)cc1 | -14% | 12 | -17% | 5.2µM* | 2% | 3.3µM* | 9
CN1c2ccsc2C(=O)/C(=C\Nc2cccc(C(F)(F)F)c2)S1(=O)=O | 0% | -10 | -17% | 2% | 2% | 14% | -2
Cc1ccnc2c(N3C(=O)C4C5c6ccccc6C(c6ccccc65)C4C3=O)cccc12 (stereo not drawn) | -13% | -15 | 106%[activator] | ? | 2% | 5.2µM* | 1
CCOC(=O)c1ccc(NC(=O)NC2CCN(CC(=O)NCc3ccc4c(c3)OCO4)CC2)cc1 | 0% | 2 | -14% | ? | 1% | 27% | 4
CCCOc1ccc(C2C(C#N)=C(N)Oc3nc[nH]c(=O)c32)cc1OC (stereo not drawn) | -18% | 25 | -16% | -8% | 1% | / | -3
NC(=O)C1CCN(c2ccnc3cc(Cl)ccc23)CC1 | 1% | 3 | -8%[2.29 µM] | ? | 0% | 12µM* | 1
CC1(C)C=C2C(=NN(c3ccccc3)C(N)=C2C#N)CO1 | -16% | -8 | -11% | -4% | -5% | ? | -2

Retrieved one by one from the list above (7):
SMILES | TbPYK inhibitor | Shiga inhibitor | AmpC inh no detg | Pf growth 48h | LmPK inh | Pf growth 96h | CHX counter
CC(=O)Nc1nc(CC(C)C)cc(-c2ccccc2)c1C#N | -7% | -7 | 7% | -4% | 2% | 5% | -3
O=S(=O)(c1ccc2nnn(OCc3ccccc3)c2c1)N1CCOCC1 | -6% | / | -10% | 4% | / | -3% | /
Cc1ccc(C)c(OC(=O)c2ccncc2)c1 | 1% | 5 | 0% | 5% | -1% | ? | 6
NC(=O)C1CCN(c2ccnc3cc(Cl)ccc23)CC1 | 1% | 3 | -8%[2.29 µM] | ? | 0% | 12µM* | 1
c1ccc(CN2CCC(N3CCC(N4CCCCCC4)CC3)CC2)cc1 | 2% | -21 | -4% | 13µM* | 2% | 8.3µM* | 5
COc1ccccc1NC(=O)c1ccc(NC(=O)c2ccc(=O)[nH]c2)cc1 | -3% | / | -26% | ? | / | ? | /
COc1ccc(S(=O)(=O)Nc2ccc(F)cc2F)cc1C(=O)N1CCOCC1 | -7% | 18 | 1% | 7% | -5% | ? | -1

Additional structures:
SMILES | TbPYK inhibitor | Shiga inhibitor | AmpC inh no detg | Pf growth 48h | LmPK inh | Pf growth 96h | CHX counter
CN(C)c1cccc(C(=O)NC2CCCc3ccccc32)c1 (stereo not drawn) | 3% | 26 | -16% | ? | 0% | ? | 11
O=C(NCc1ccco1)C1CCN(Cc2ccc(F)cc2)CC1 | -15% | -9 | -9% | / | 3% | ? | -2
CCOC(=O)c1c(NC(=O)CSc2nc3ccc(OC)cc3[nH]2)sc2c1CC(C)(C)NC2(C)C | -3% | / | 48% | ? | / | 5.9µM* | /
O=C(c1cccs1)N(Cc1ccco1)Cc1cc2ccccc2[nH]c1=O | -25% | 4 | -38% | ? | 4% | -29% | -3
COC(=O)Cn1c(=NC(=O)c2ccc(OC)cc2)sc2cc(OC)ccc21 | -6% | -14 | -22% | -21% | 2% | ? | -3
COc1cc(C(=S)N2CCCC2)ccc1OCc1ccc(C)cc1 | -4% | 81* | 29% | ? | -2% | ? | 69*
Cc1ccc(C(C)C)cc1OCC(=O)NNC(=O)Nc1ccccc1 | -5% | -3 | -29% | 16% | -3% | 24% | -1
Cc1cccc2nc(CNC(=O)CC3C(=O)NCCN3Cc3cccc(F)c3)cn12 (stereo not drawn) | 1% | -8 | 29% | 16% | -9% | 45%[activator] | -6
COc1cccc(NC(=O)CSc2nnc(Cn3nnc4ccccc43)n2C)c1 | 5% | 2 | -22% | -8% | 0% | -13% | 6
Cc1ccccc1NC(=O)Nc1nnc(CC(=O)NCc2ccccc2)s1 | -4% | -11 | -31% | -7% | 2% | -5% | 1

(listing goes on)
SMILES | TbPYK inhibitor | Shiga inhibitor | AmpC inh no detg | Pf growth 48h | LmPK inh | Pf growth 96h | CHX counter
CCOc1c(Nc2ccc(C(C)C)cc2)c(=O)c1=O | -1% | 35 | -15% | -13% | -5% | 26% | 12
COc1ccc(CCNC(=O)CCCCCN2C(=O)[C@@H]3Cc4ccccc4CN3C2=O)cc1OC | 0% | -6 | 77%[activator] | ? | 10% | ? | 13
NC(=O)C1CCCN(S(=O)(=O)c2ccc3ccccc3c2)C1 (stereo not drawn) | 2% | -5 | 2% | 2% | 5% | -5% | -3
NS(=O)(=O)c1ccc(N2C(=O)C3C4CC(C(Br)C4Br)C3C2=O)cc1 (stereo not drawn) | -2% | 12 | -20% | 2% | 2% | 40%[activator] | -2
COc1ccc(Cl)cc1C(=O)NNC(=O)C1CCCO1 (stereo not drawn) | -2% | / | -4% | 19% | / | 29% | /
Cc1nc(N2CCN(c3ccccn3)CC2)c2c(C)c(C(=O)Nc3ccc(F)cc3F)sc2n1 | 3% | 15 | -28% | 8.3µM* | -5% | -15% | 16

Screening results (PubChem BioAssay)
